Screens: PubChem, National Center for Advancing Translational Sciences (NCATS)
TCR activator: T cell receptor activation; Potency, µM (series often up to 9.22 µM), inactives show top-dose activation of IL-2 secretion, actives largely listed as activators; 330,000 tested, under 10 active; primary human leukocytes, anti-CD3, IL-2 HTRF, 48 h; note: % of control where 0% means no effect
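Using a-CD3 beads without co-stimulation, primary human leukocytes were exposed to compounds for 48 hr. An HTRF IL-2 kit measured the cytokine, with europium-to-d2 energy transfer producing emission at 665nm upon 320nm excitation.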
AT treatment: potential ataxia-telangiectasia treatments restoring KAP-1 phosphorylation. AID 485349. 320,000 tested, 0.19% active. […] A-T fibroblasts, KAP-1 phosphorylation AlphaLISA; neocarzinostatin DNA damage 30 min before lysis. Potency, µM (series often up to 57.5 µM), for inactives: at the highest dose activation, usual class: activators; note: potency is the fitted concentration of half-maximal effect; % of control where 0% means no effect; nearly all actives have a fitted effect of over 45% in size
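ATM-like activity read as KAP-1 phosphorylation via AlphaLISA donor/acceptor antibody pairs after lysis and 6 hr at 25C. Cells were ATM-null patient fibroblasts ([…], hTERT), dosed 60 min, then exposed to the DSB inducer NCS for 30 min.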
Eya2 inh: inhibitors of human Eya2 phosphatase activity | recombinant Eya2, OMFP fluorescence dephosphorylation (OMFP is methylfluorescein phosphate) | Potency, µM (highest dose often 76.9 µM), inactives show at the top dose activity, negative = inhibition, usual class: inhibitors | 330,000 tested, 0.006% active | AID 488837; note: potency is the fitted concentration of half-maximal effect; % is set by controls: 0 for no effect and ±100 for the full control effect
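Eya2 (0.2 uM) preincubated 10 min at ambient with compound, then OMFP substrate added at 50 uM; 10 min reaction in 50 mM HEPES pH 7.5, 50 mM NaCl, 5 uM MgCl2, 0.05% BSA, 1 mM DTT. Fluorescence read at Ex 485/Em 525 nm.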
Mito fusion act: mitochondrial division inhibition or fusion activation | S. cerevisiae fusion-defective mutant growth rescue, CellTiterGlo 48 h | Potency, µM (top dose mostly 46.1 µM), inactives show at the top dose growth rescue (activation), usual class: activators | 320,000 tested, 0.23% active;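 note: potency is the fitted concentration of half-maximal effect; % of control where 0% means no effect; nearly all actives have a fitted effect of over 45% in size; temperature-sensitive fusion mutants such as fzo1-1 at 37 °C on non-fermentable ethanol glycerol medium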
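Temperature-sensitive fusion-defective S. cerevisiae (e.g. fzo1-1, mgm1-5) were grown with compound in YPEG medium (3% ethanol, 3% glycerol) for 48 hours at 37C. Growth rescue was measured as viability by CellTiterGlo luminescence after 10 minutes at ambient.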
USP2a inh: USP2a (human) protease inhibition. Potency, µM (highest dose often 38.3 µM), without a hit: at the top dose activity change, negative = inhibition, hits mostly inhibitors. 330,000 tested, 0.01% active. USP2 core, Ub-CHOP2 coupled fluorogenic reporter, 485/531. O75604;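 note: potency is the fitted concentration of half-maximal effect; plate controls were DMSO wells for no effect and full inhibition by NEM control for full effect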
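Cell-free coupled assay: 10nM USP2 core preincubated 30min RT with compound in Tris-HCl pH 8.0/CaCl2/CHAPS buffer, then 25nM Ub-CHOP2 and 25nM reporter substrate; fluorescence (Ex 485/Em 531) read after 60min RT, normalized to NEM inhibition, concentration-response curves fitted.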
TRPV1 agonist: human TRPV1 agonism. Q8NER1. TRPV1-expressing cells, Fluo-8 calcium influx, agonist mode. activation, % at 8.33 µM. 320,000 tested, 0.19% active. AID 540275; in the data active = activation above about 80%; inconclusive = between about 30% and that limit; note: 0% is about no effect
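Fluo-8 calcium influx in TRPV1-expressing cells, kinetic read (ex 480/em 520 nm). Compound added and read 3 min for agonist activity, followed by capsaicin at EC20 final and 2 min further read for enhancement.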
ELG1 repair inh: inhibitors of ELG1-dependent DNA repair in HEK293T cells. HEK293T ELG1-luciferase reporter, luminescence, 16 h; DNA damage induced by 5-fluorouridine. Potency, µM (series often up to 46.1 µM), inactives show top-dose activity change, negative = inhibition, actives largely listed as inhibitors. 330,000 tested, 2.3% active. AID 504467; note: potency is the fitted concentration of half-maximal effect; % is set by controls: 0 for no effect and ±100 for the full control effect; nearly all actives have a fitted effect of over 55% in size
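In this reporter screen, reduction of luminescence relative to DMSO vehicle indicated activity. Compounds and 5-fluorouridine were added together to 2,000 cells per well, incubated for 16 hr at 37 °C, then developed with ONE-Glo.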
hERG WT inh: KCNH2 (human, wildtype) channel inhibition; U2OS, BacMam KCNH2, thallium flux FluxOr; stronger effect = lower value; activity change, % at 1.84 µM; 340,000 tested, 0.37% active;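 active = maximum activity change below -70%; inconclusive = maximum activity change between -70% and -50%; inactive = maximum activity change above -50%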; note: % is set by controls: 0 for no effect and ±100 for the full control effect
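U2OS cells were transduced with wild-type KCNH2 virus (2.03 x 10^8 / mL) for 4 h at room temperature, then cultured overnight at 37 C. Thallium flux was read with FluxOr dye. Rate constants were normalized to DMSO controls.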
KCNH2 3.1 block: KCNH2 3.1 (human) potassium channel inhibition; AID 720553; 340,000 tested, 0.95% active; activity change, % (tested at about 1.8 µM); U2OS KCNH2 3.1, thallium flux FluxOr; stronger effect = lower value;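 active = maximum activity change below -70%; inconclusive = maximum activity change from -70% to -50%; inactive = maximum activity change above -50%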;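 note: thallium influx rate constant from kinetic fluorescence after stimulation buffer; % is set by controls: 0 for no effect and ±100 for the full control effect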
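Measured as rate of thallium-driven FluxOr signal in transduced U2OS cells carrying the 3.1 channel, read kinetically for 2 min upon stimulation; values are rate constants scaled to DMSO control wells.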
TSHR antag: blocks TSH signaling through the human TSH receptor; AID 504810; activity change, negative = inhibition, % at 11.5 µM; 330,000 tested, 0.2% active; TSHR-expressing cells, TSH-stimulated cAMP HTRF, 2 h; stronger effect = lower value;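 active = activity change below a set negative limit, meaning inhibition stronger than a set level, cut at about -70% in these data; inconclusive = activity change between two set negative limits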; note: % is set by controls: 0 for no effect and ±100 for the full control effect
Target sequence (P16473 whole entry, looked up): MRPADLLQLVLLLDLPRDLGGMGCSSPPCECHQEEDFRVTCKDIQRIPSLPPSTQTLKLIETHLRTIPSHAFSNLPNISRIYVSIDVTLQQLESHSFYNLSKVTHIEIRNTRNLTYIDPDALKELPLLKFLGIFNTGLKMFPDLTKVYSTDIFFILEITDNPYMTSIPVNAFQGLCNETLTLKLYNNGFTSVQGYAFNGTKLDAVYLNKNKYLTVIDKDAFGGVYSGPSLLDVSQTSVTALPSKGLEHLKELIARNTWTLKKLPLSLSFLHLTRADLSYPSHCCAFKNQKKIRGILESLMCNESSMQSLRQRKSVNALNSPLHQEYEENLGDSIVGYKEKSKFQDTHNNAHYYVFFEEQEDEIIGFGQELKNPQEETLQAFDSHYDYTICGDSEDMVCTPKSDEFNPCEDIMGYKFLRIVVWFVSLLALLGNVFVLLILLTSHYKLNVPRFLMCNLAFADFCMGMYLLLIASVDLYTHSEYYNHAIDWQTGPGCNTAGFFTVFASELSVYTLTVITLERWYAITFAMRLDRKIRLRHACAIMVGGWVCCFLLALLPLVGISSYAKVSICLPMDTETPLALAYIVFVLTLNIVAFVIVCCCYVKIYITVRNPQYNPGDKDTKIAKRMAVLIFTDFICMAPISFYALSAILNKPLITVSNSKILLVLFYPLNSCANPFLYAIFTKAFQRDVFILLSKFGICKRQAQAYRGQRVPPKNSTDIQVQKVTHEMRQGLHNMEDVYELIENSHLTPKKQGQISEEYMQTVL
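Cell-based HTRF cAMP assay; TSHR cells + compound, TSH EC80 (4nM final), 2 h, 37 deg C. Lysis with anti-cAMP cryptate and cAMP-d2, 30 min RT, read 665/620 nm.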
* hit, by the source's call; ? = inconclusive; . = no result given; [ ] = another dose, or the depositor's remark. Unless noted, calls come from the whole dose curve; as a rule, active = well fitted curve in the direction sought with a large enough effect; inconclusive = small, poorly fitted or top-dose-only effect, or another doubt; inactive = no such curve, though single readings can be large; an effect the other way counts as inactive or inconclusive. A portion of the library (hit frequency here may not be typical).

1	CCOc1cc(CNCc2cccnc2)ccc1OCC(=O)NC(C)(C)C
2	COc1ccc(Cl)cc1NC(=O)CN(C)C(=O)c1cccc(S(=O)(=O)N2CCN(C)CC2)c1
3	COC(=O)Cc1c[nH]c2ccc(OCC(O)CNC(C)C)cc12 (centres undefined)
4	Cc1ccc(CCNC(=O)CCS(=O)(=O)c2ccc3nc(C)sc3c2)cc1
5	Oc1ccc(Br)cc1C1Nc2ccccc2S1 (centres undefined)
6	O=C(Nc1cccc(Cl)c1N1CCOCC1)c1ccco1
7	CCn1c2ccccc2c2n[nH]c(=S)nc21
8	O=C(CSc1nnc(CNc2ccccc2)o1)N1CCCc2ccccc21
9	O=C(Nc1nnc(CCc2ccccc2)s1)C1CCCO1 (centres undefined)
10	COc1cccc(NC(=O)CCNS(=O)(=O)c2cccc3nonc23)c1
Compound | 1 | 2 | 3 | 4 | 5 | 6 | 7 | 8 | 9 | 10
TCR activator | -9% | -5% | 2% | -2% | 10% | 5% | -4% | 0% | 2% | -2%
AT treatment | 4% | -17% | 12% | -2% | 28% | 6% | -9% | 0% | 4% | -2%
Eya2 inh | 1% | -36% | 0% | 12% | -10% | -13% | 2% | -6% | -3% | -7%
Mito fusion act | 0% | . | 3% | 2% | -1% | 10% | -7% | -1% | 2% | -3%
USP2a inh | 1% | 1% | 5% | 2% | 0% | -5% | 6% | 2% | 2% | 1%
TRPV1 agonist | 9 | . | -2 | 17 | 8 | 8 | -7 | . | 3 | 0
ELG1 repair inh | -14% | -2% | 6% | 4% | ? | ? | 0% | -9% | ? | -1%
hERG WT inh | . | 14 | -25 | 0 | -34 | -12 | -1 | 2 | -8 | 26
KCNH2 3.1 block | -2 | 6 | -1 | -22 | 11 | -16 | -1 | -13 | 34 | 12
TSHR antag | -4 | 12 | 1 | 8 | -1 | -8 | 0 | 13 | -4 | 2

11	Cc1ccccc1N1CCN(Cc2c(C#N)c3ccccc3n2C)CC1
12	O=S(=O)(Nc1ccc(N2CCOCC2)cc1)c1ccccc1
13	O=C(COC(=O)c1ccccc1Nc1ccccc1)NCc1ccco1
14	OCCn1ccc(-c2ccccc2OCc2ccc(F)cc2)n1
15	Cc1ccnc(SCCn2c(N3CCCCC3)nc3c2c(=O)n(C)c(=O)n3C)n1
16	CN(C(=O)c1ccc(NC(=O)Cc2ccc(NC(=O)C3CCN(C(=O)C4CCCC4)CC3)cc2)cc1)C1CC1
17	Cc1ccc(-c2ccc(S(=O)(=O)NCc3ccco3)cc2)cc1
18	CSc1ccc(CN(C)C(=O)c2ccc(S(=O)(=O)Nc3ccccc3)cc2)cc1
19	O=C(c1ccc(Cn2c(=O)[nH]c3ccccc3c2=O)cc1)N1CCN(c2ccc(F)cc2)CC1
20	Cc1csc(NC(=O)CCC(=O)N(CC(=O)NC2CCCC2)c2ccccc2)n1
Compound | 11 | 12 | 13 | 14 | 15 | 16 | 17 | 18 | 19 | 20
TCR activator | 5% | -7% | 4% | 2% | -7% | 0% | . | -6% | . | -2%
AT treatment | 4% | 2% | . | -13% | 2% | 3% | 3% | 3% | 3% | 0%
Eya2 inh | 12% | -3% | 6% | -9% | 2% | 17% | 1% | -21% | -31% | -6%
Mito fusion act | 6% | -1% | 2% | -1% | 0% | 0% | 8% | 20% | -2% | 0%
USP2a inh | -2% | -4% | 3% | 6% | -2% | 2% | 1% | -4% | -8% | -2%
TRPV1 agonist | 5 | 1 | ? | 1 | -1 | 0 | -1 | -3 | -1 | 2
ELG1 repair inh | -4% | 17% | 9% | -24% | 14% | 0% | 6% | -14% | 18µM* | -2%
hERG WT inh | 11 | 5 | -2 | 9 | 2 | -17 | -7 | -6 | -21 | -4
KCNH2 3.1 block | -11 | 0 | -1 | -5 | 1 | -2 | 8 | -5 | 16 | 8
TSHR antag | -32 | 0 | -11 | -8 | 1 | -25 | -11 | . | -4 | 3

21	Cn1c(SCC(=O)Nc2ccc(C(N)=O)cc2)nnc1-c1cccs1
22	CCOC(=O)Cn1c(=O)c2c(nc(N3CCCCC3)n2C)n(C)c1=O
23	CNS(=O)(=O)c1cccc(C(=O)OCC(=O)c2ccc3c(c2)OCCO3)c1
24	CC(/C=C/c1ccccc1)=N/NC(=O)c1cc([N+](=O)[O-])cc([N+](=O)[O-])c1
25	CSc1nnc(C)c(/C=C/Nc2ccc(Cl)cc2)n1
26	O=C(Nc1cccc2ccccc12)NC1CCCCC1
27	N#Cc1ccsc1NC(=O)c1cnccn1
28	Cc1cc(C(=O)Nc2nnc(-c3ccccc3)s2)no1
29	COc1ccc(C(=O)CN2C(=O)NC3(CCCc4ccccc43)C2=O)cc1OC (centres undefined)
30	Cc1cc(OC(=O)c2ccccc2Cl)c([N+](=O)[O-])c(=O)[nH]1
Compound | 21 | 22 | 23 | 24 | 25 | 26 | 27 | 28 | 29 | 30
TCR activator | -5% | 2% | 2% | -1%[46.1 µM] | -1% | -2% | . | -2% | -1% | -11%
AT treatment | 7% | 1% | -7% | . | 0% | 1% | 0% | 18% | 5% | 5%
Eya2 inh | 2% | -6% | -14% | 6% | 16% | 6% | -8% | 30% | -3% | -2%
Mito fusion act | -7% | 1% | -1% | 3% | 4% | 3% | -2% | -6% | 5% | -1%
USP2a inh | 2% | 1% | 3% | 2% | 3% | 2% | 2% | 1% | 2% | 0%
TRPV1 agonist | -1 | 0 | -3 | -4 | 9 | 4 | 1 | -1 | -1 | 1
ELG1 repair inh | 18% | 0% | 0% | -21% | -1% | 5% | 14% | ? | -5% | 16%
hERG WT inh | 1 | 2 | 2 | -4 | -7 | 4 | -2 | -4 | -7 | 2
KCNH2 3.1 block | 24 | 6 | -15 | -10 | -13 | 9 | 4 | 17 | -2 | 5
TSHR antag | 0 | -16 | 2 | 0 | 6 | 1 | 0 | 7 | 12 | -1

Reformatted: entries from further up
#	SMILES	TCR activator	AT treatment	Eya2 inh	Mito fusion act	USP2a inh	TRPV1 agonist	ELG1 repair inh	hERG WT inh	KCNH2 3.1 block	TSHR antag
22	CCOC(=O)Cn1c(=O)c2c(nc(N3CCCCC3)n2C)n(C)c1=O	2%	1%	-6%	1%	1%	0	0%	2	6	-16
23	CNS(=O)(=O)c1cccc(C(=O)OCC(=O)c2ccc3c(c2)OCCO3)c1	2%	-7%	-14%	-1%	3%	-3	0%	2	-15	2
24	CC(/C=C/c1ccccc1)=N/NC(=O)c1cc([N+](=O)[O-])cc([N+](=O)[O-])c1	-1%[46.1 µM]	.	6%	3%	2%	-4	-21%	-4	-10	0

The listing continues.
31	COc1cccc(NC(=O)Nc2ccc(CC(=O)O)cc2)c1
32	COc1ccc(-c2nnc(SCc3nnc(-c4ccc(Cl)cc4)o3)n2-c2ccccc2)cc1
33	CCC1S/C(=N/N=C/c2ccco2)N(Cc2ccccc2C)C1=O (centres undefined)
34	CCOc1ccc(NC(=O)CSc2n[nH]c(=O)n2-c2ccccc2)cc1
35	CC1SCC(=O)N(CC(=O)Nc2ccc3c(c2)OCCO3)C1=O (centres undefined)
36	O=C(c1ccco1)N1CCN(Cc2cc(=O)c(OCc3cccc(F)c3)co2)CC1
37	COc1ccc(/C(C)=N\NC(=O)c2ccc(-c3ccccc3)cc2)c(F)c1
38	CCCc1nnc(NC(=S)Nc2ccccc2)s1
39	COc1ccc(N(CCC#N)C(=O)/C(C#N)=C\c2cccs2)cc1
40	O=C(CCCCCN1C(=O)CCC1=O)NCc1ccccc1
41	CN(C)CCCN1C(=O)c2cccc3c([N+](=O)[O-])ccc(c23)C1=O
Compound | 31 | 32 | 33 | 34 | 35 | 36 | 37 | 38 | 39 | 40 | 41
TCR activator | -3% | 1% | 3% | 0% | -3% | -1% | 5% | . | 3% | 1% | 4%[46.1 µM]
AT treatment | 3% | . | 1% | 0% | -5% | -1% | 0% | -3% | 3.2µM* | 9% | -5%
Eya2 inh | -2% | . | -6% | 7% | 2% | 3% | -4% | 6% | -5% | 6% | 10%
Mito fusion act | 21% | 26% | 20% | 1% | 1% | 2% | -1% | -3% | -2% | 2% | 19%
USP2a inh | -1% | . | 0% | 2% | -1% | -4% | 3% | -1% | 3% | -1% | 17%
TRPV1 agonist | -3 | 18 | 21 | 1 | 0 | -2 | 18 | 1 | 3 | -1 | -3
ELG1 repair inh | 19% | . | ? | -5% | 22% | 10% | 5% | ? | 0% | 6% | 13µM*
hERG WT inh | -14 | 2 | 0 | 4 | 11 | 3 | -3 | -2 | -4 | -21 | -7
KCNH2 3.1 block | -1 | -23 | 14 | -1 | 7 | 12 | -21 | 11 | -8 | 17 | -14
TSHR antag | -10 | . | -6 | -7 | 2 | -11 | -12 | 1 | 23 | 10 | -39
